Compound activity from PubChem.
GlmU inhibition: inhibition of mycobacterial GlmU enzyme – biochemical, glucosamine-1-phosphate acetyltransferase (AID 1376) | M. tuberculosis GlmU acetyltransferase enzyme assay; higher % means a stronger effect | one-dose inhibition, %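 (tested at 30 µM in the primary screen)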; IC50 in µM for titrated hits | actives 0.25% (n = 220,000); in the data active = inhibition above about 13%;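 note: 0% = complete reaction with vehicle and 100% = reaction without substrate; strong numbers were not always called active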
RmlCD inh 1536: inhibitors of Mycobacterium tuberculosis RmlC and RmlD coupled enzymes | P9WH09+P9WH11 | RmlC+RmlD coupled enzyme assay, percent inhibition; primary screen in compound mixtures | inhibition, % at 3.6 µM | actives 0.03% (n = 160,000) | AID 1533; in the data active = inhibition mostly above about 34%, no sharp cut-off; note: some results filed as inactive read as strong as hits
Target sequence (P9WH09 whole entry, looked up): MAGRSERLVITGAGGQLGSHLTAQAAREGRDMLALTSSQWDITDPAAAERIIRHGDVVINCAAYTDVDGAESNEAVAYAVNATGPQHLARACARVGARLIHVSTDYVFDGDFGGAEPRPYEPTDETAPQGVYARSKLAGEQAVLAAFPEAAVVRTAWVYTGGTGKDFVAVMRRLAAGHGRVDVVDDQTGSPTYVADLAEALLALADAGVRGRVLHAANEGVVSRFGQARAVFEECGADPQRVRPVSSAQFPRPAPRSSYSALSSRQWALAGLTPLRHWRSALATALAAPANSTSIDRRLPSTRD
Target sequence (P9WH11 whole entry, looked up): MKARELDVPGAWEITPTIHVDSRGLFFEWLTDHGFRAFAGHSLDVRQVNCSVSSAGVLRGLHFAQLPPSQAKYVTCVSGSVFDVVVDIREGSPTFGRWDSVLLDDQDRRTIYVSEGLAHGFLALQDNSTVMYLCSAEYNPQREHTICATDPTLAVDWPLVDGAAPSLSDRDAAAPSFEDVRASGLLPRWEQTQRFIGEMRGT
The depositor's hits bear a star; nt = not tested or not shown. This is a subset; rates above refer to the full screens.

Start of the data: the first 5 compounds, ahead of the listing:
| compound | GlmU inhibition | RmlCD inh 1536 |
| --- | --- | --- |
| CC(Cc1ccccc1)C(=O)NCc1ccccn1 (stereo unspecified) | 2.1% | nt |
| CC(=O)Cc1nsc(NC(=O)c2ccc(-c3ccccc3Cl)o2)n1 | 2.1% | 8 |
| CCCCNC(=S)N1CCN(c2nc3ccccc3s2)CC1 | 3.3% | 3 |
| COc1cccc(OC)c1C(=O)Nc1cccc(C(C)=O)c1 | 2.0% | 7 |
| CCCCCn1c(Sc2ncccn2)nc2c1c(=O)[nH]c(=O)n2C | 3.5% | -4 |

The list itself, from the first entry:
| compound | GlmU inhibition | RmlCD inh 1536 |
| --- | --- | --- |
| CC(Cc1ccccc1)C(=O)NCc1ccccn1 (stereo unspecified) | 2.1% | nt |
| CC(=O)Cc1nsc(NC(=O)c2ccc(-c3ccccc3Cl)o2)n1 | 2.1% | 8 |
| CCCCNC(=S)N1CCN(c2nc3ccccc3s2)CC1 | 3.3% | 3 |
| COc1cccc(OC)c1C(=O)Nc1cccc(C(C)=O)c1 | 2.0% | 7 |
| CCCCCn1c(Sc2ncccn2)nc2c1c(=O)[nH]c(=O)n2C | 3.5% | -4 |
| CCOC(=O)CNC(=S)n1ncnc1N | -1.8% | -9 |
| C/C=C/c1ccc(OCC(=O)Nc2cc(OC)c(OC)c(OC)c2)c(OC)c1 | -1.9% | 4 |
| COc1ccc(N2CCN(C(CNC(=O)C(C)(C)C)c3cccnc3)CC2)cc1 (stereo unspecified) | 0.5% | 4 |
| COC(=O)N/N=C\c1c(C)nn(-c2ccccc2)c1Cl | 4.4% | 13 |
| O=C(CSc1ncccn1)NCc1ccc(Cl)cc1 | -5.2% | 9 |
| COC(=O)c1cc2occc2n1Cc1ccc(Cl)cc1 | -3.9% | 7 |
| COC(=O)C(O)(c1ccc(N=Cc2ccccc2O)c(C)c1)C(F)(F)F (stereo unspecified) | -0.9% | -16 |
| CCOC(=O)c1ccc(NS(=O)(=O)c2c(N)n(C)c(=O)n(C)c2=O)cc1 | 0.1% | nt |
| O=C(C1CCN(S(=O)(=O)c2cccc([N+](=O)[O-])c2)CC1)N1CCOCC1 | 1.4% | nt |
| COCC(C)NC(=O)c1cc(-c2ccc(O)cc2)on1 (stereo unspecified) | 1.3% | -8 |
| CCOc1ccc(NC(=O)c2ccc(NC(=O)COC(=O)Cc3ccc(OC)cc3)cc2)cc1 | -0.2% | -3 |
| O=C1CC(c2ccc(F)cc2)Cc2nc(N3CCN(c4ccccc4)CC3)ncc21 (stereo unspecified) | 0.9% | 15 |
| CCCN1C(=O)/C(=C/c2ccco2)SC1=Nc1ccc(OC)cc1 | 20% | 7 |
| O=C(NNC(=O)C1COc2ccccc2O1)c1cccc([N+](=O)[O-])c1 (stereo unspecified) | 1.9% | -11 |
| O=C(Nc1ccc(-c2csc(Nc3ccc(Cl)cc3)n2)cc1)c1cccc(C(F)(F)F)c1 | 0.5% | nt |
| CC1C/C(=N\NC(=S)NC(C)C)CC(C)(C)C1 (stereo unspecified) | 3.3% | nt |
| O=C(Nc1ccc(S(=O)(=O)N2CCCCCC2)cc1)c1ccc(Br)o1 | 6.4% | -3 |
| O=C(NCC1CCCO1)C(c1cccs1)N(C(=O)c1ccc(CN2CCOCC2)o1)c1ccc(Cl)cc1 (stereo unspecified) | -2.4% | -9 |
| COCCNC(=O)C(c1ccc(C)o1)N(C(=O)c1snc(C(N)=O)c1N)c1ccc(C)c(C)c1 (stereo unspecified) | -6.9% | -2 |
| Cc1cccc(NC(=S)N(Cc2cccs2)Cc2cc3cc(C)ccc3[nH]c2=O)c1 | 2.9% | 17 |
| O=c1[nH]c(SCc2nc3ccccc3c(=O)n2-c2ccccc2)nc2ccccc12 | 0.6% | 5 |
| COc1ccc(CNS(=O)(=O)NCc2ccc(OC)c(OC)c2)cc1OC | nt | -15 |
| N/C(=N\OC(=O)c1cccc2ccccc12)c1cccc([N+](=O)[O-])c1 | 3.9% | -9 |
| CCCCCOC(=O)CSc1nnc(-c2cc(OC)c(OC)c(OC)c2)o1 | -1.5% | 7 |
| CC(C)(C)NCC(=O)N/N=C/c1ccc(OCc2ccccc2)cc1 | 0.0% | 7 |

Following part.
| compound | GlmU inhibition | RmlCD inh 1536 |
| --- | --- | --- |
| Nc1nc(C2CCOCC2)cs1 | -2.3% | nt |
| Oc1ccc(N=Nc2ccc(Br)cc2)c(O)c1 | 8.0% | 3 |
| O=C(Nc1ccc(N2CCN(C(=O)c3ccccc3)CC2)c(Cl)c1)c1ccco1 | 0.3% | nt |
| O=C(O)c1cn(CCOc2ccccc2Cl)c2ccccc12 | 2.3% | -2 |
| O=C(O)c1ccc(/C=N/NC(=S)NCCN2CCOCC2)cc1 | 1.5% | -2 |
| C[C@H](NC(=O)c1nc[nH]c1C(=O)N1CCN(c2ccccc2)CC1)C(=O)OC(C)(C)C | -1.2% | nt |
| c1csc(Cc2nn3c(-c4ccncc4)nnc3s2)c1 | -3.2% | nt |
| CC1CCCN(C(=O)C2CCCN(S(=O)(=O)c3cccc4nsnc34)C2)C1 (stereo unspecified) | 2.9% | -2 |
| CCCCN(C(=O)Oc1ccccc1)C1CCS(=O)(=O)C1 (stereo unspecified) | -3.2% | 14 |
| O=C(CCN1CCN(c2ccccc2)CC1)N/N=C/c1ccc([N+](=O)[O-])o1 | 4.8% | -10 |
| Cc1ccsc1/C=C(\C#N)C(=O)NCc1ccco1 | 1.8% | 4 |
| O=C(CSc1nnc(NC(=O)C2CCCCC2)s1)NCc1ccco1 | -1.1% | 33 |
| Cn1c(-c2ccc(F)cc2)cnc1SCC(=O)NCc1ccco1 | 0.7% | 9 |
| Cc1cccc(Sc2nc(-c3ccccc3)ncc2C(=O)O)c1 | 2.7% | nt |
| CC(C)C(=O)NC(=S)Nc1ccc(CN2CCOCC2)cc1 | -1.1% | nt |
| OCCn1c(-c2ccc(F)cc2)csc1=Nc1ccccc1 | 2.6% | nt |
| CCc1cccc(C)c1NC(=S)NCc1ccccc1 | -3.7% | nt |
| OCC1(Cc2ccccc2)CCN(Cc2ccc(-c3ccco3)cc2)CC1 | -0.7% | -11 |
| CC(C)(C)C(=O)OCCn1c(=O)c2cc3c(=O)n(CCOC(=O)C(C)(C)C)c(=O)c3cc2c1=O | -0.3% | 2 |
| CCCCc1nn2c(N)c(/C=C3\C=Nc4ccccc43)c(=O)nc2s1 | -3.5% | -1 |
| O=C(NC(=S)N1CCN(c2ccc([N+](=O)[O-])cc2)CC1)c1ccccc1F | 5.3% | -6 |
| COc1cc(OC)c(NC(=S)NCc2ccc(F)cc2)cc1Cl | -2.2% | -12 |
| Cc1cc(C)c2nc(Cl)c(C3NC(=O)c4ccccc4N3)cc2c1 (stereo unspecified) | -5.2% | 4 |
| Cc1ccc2[nH]c(=O)c(CN(Cc3ccco3)C(=O)c3ccncc3)cc2c1 | 1.2% | 8 |
| C=CCN(CC=C)C(=O)c1c(OC)cccc1OC | -0.3% | nt |
| O=[N+]([O-])c1cnn(-c2nc(-c3ccccc3)cc(C(F)(F)F)n2)c1 | 3.2% | -6 |
| O=S1(=O)N=C(N(CCO)/N=C/c2ccncc2)c2ccccc21 | -3.4% | -8 |
| Cc1nnc(SCC(=O)N2CCc3ccccc3C2)n1-c1ccccc1 | 2.6% | 4 |
| Cc1ccc2nc(NC(=O)COC(=O)CSc3nc(C)cc(C)n3)sc2c1 | -1.6% | 10 |
| Cc1ccc(-c2csc(=Nc3cccnc3)n2CCCn2ccnc2)cc1C | 0.7% | -11 |

Compounds listed so far containing bromine:
| compound | GlmU inhibition | RmlCD inh 1536 |
| --- | --- | --- |
| O=C(Nc1ccc(S(=O)(=O)N2CCCCCC2)cc1)c1ccc(Br)o1 | 6.4% | -3 |
| Oc1ccc(N=Nc2ccc(Br)cc2)c(O)c1 | 8.0% | 3 |

Some of the entries so far, field by field:
c1csc(Cc2nn3c(-c4ccncc4)nnc3s2)c1
- GlmU inhibition = -3.2%
- RmlCD inh 1536 = nt
O=C(Nc1ccc(N2CCN(C(=O)c3ccccc3)CC2)c(Cl)c1)c1ccco1
- GlmU inhibition = 0.3%
- RmlCD inh 1536 = nt

Continued:
| compound | GlmU inhibition | RmlCD inh 1536 |
| --- | --- | --- |
| CCn1c(NN)nc2sc3c(c2c1=O)CCC3 | -1.8% | -8 |
| COCCNC(=O)c1ccccc1NC(=O)c1ccccc1SC | -1.9% | 8 |
| CC1CC(CC(C)C(=O)Nc2nncs2)C(=O)O1 (stereo unspecified) | -0.3% | nt |
| CCCc1nnc(NC(=O)Cn2c(=O)sc3ccccc32)s1 | -1.0% | nt |
| COc1cc(-n2c(=O)c3ccccc3n(Cc3cccnc3)c2=O)cc(OC)c1OC | -7.2% | nt |
| Cn1nc(C(C)(C)C)cc1NC(=O)Nc1cc(Cl)cc(Cl)c1 | 0.7% | 5 |
| COc1ccc(Cl)c(Cn2c(NCC(C)O)nc3c2c(=O)n(C)c(=O)n3C)c1 (stereo unspecified) | -3.4% | 15 |
| COc1ccc(/C=N/NC(=O)Cc2cc(OC)c(OC)cc2[N+](=O)[O-])cc1 | -3.3% | 1 |
| COCCNC(=O)CCCC(=O)NCCOC | -7.9% | 10 |
| CCOc1ccc(C2C([N+](=O)[O-])=C(C)N(C)C(=O)N2C)cc1OC (stereo unspecified) | -1.0% | 6 |
| CC(C)OC(=O)CSc1nnc(CNc2cccc(Cl)c2)n1C | -5.8% | nt |
| CCOCC(=O)Nc1nnc(COCC)s1 | nt | 4 |
| CCC(=O)NC(=S)Nc1cccc(NC(=O)c2ccccc2Cl)c1 | 1.4% | -3 |
| Cc1ccc(-n2c(N)c(C(=O)Nc3ccccc3F)sc2=S)cc1C | 2.5% | 4 |
| O=C1OCCC1Sc1nnc(-c2ccc3c(c2)OCO3)o1 (stereo unspecified) | -1.3% | 5 |
| CCN1CCN(c2cc(C(C)C)nc3c(-c4ccccc4)c(C)nn23)CC1 | -0.6% | 6 |
| CCOc1ccc(-c2nnn(CC(=O)N3CCN(c4ccc(F)cc4)CC3)n2)cc1OCC | 1.0% | -14 |
| CCN=C1SC(C(=O)Nc2cccc(OCC)c2)CC(=O)N1CC (stereo unspecified) | 5.7% | 4 |
| Cc1cc(=O)[nH]c2n[nH]c(-c3ccccc3)c12 | 1.5% | -7 |
| CCOC(=O)C1CCN(C(=O)COc2ccc(S(=O)(=O)N3CCCC3)cc2C)CC1 | 4.7% | -9 |
| COc1ccccc1N1CCN(C(=O)CN2C(=O)C3CCCCC3C2=O)CC1 (stereo unspecified) | 0.7% | -13 |
| O=S(Cc1ccc(Br)cc1)Cc1nnc(SCc2c(F)cccc2Cl)n1-c1ccccc1 (stereo unspecified) | -2.3% | 2 |
| O=C1c2ccccc2C(=O)N1CC(=O)N1c2ccccc2CCc2ccccc21 | 4.0% | 4 |
| COc1ccc(-c2nc3scc(-c4ccc(OC)c(OC)c4)c3c(=O)o2)cc1 | 2.0% | 15 |
| O=C(NCc1ccc(Cl)cc1)C(=O)NCC1OCCN1C(=O)c1cccs1 (stereo unspecified) | -0.1% | 9 |
| CC(C)=CCN1CCN(Cc2ccc(C#CC(C)(C)O)cc2)CC1CCO (stereo unspecified) | -0.2% | nt |
| CCCNc1nc(-c2cc(C(=O)Nc3ccccc3)on2)cc(C(C)C)n1 | 3.7% | nt |
| Cc1ccc(/C=C/c2nnc(-c3ccccc3)o2)cc1 | -3.4% | nt |
| CCN(Cc1ccccc1)S(=O)(=O)c1cc(C(=O)NCC2CCCCC2)ccc1OC | -3.4% | 6 |
| CCOc1ccc(C2=Nn3c(nnc3-c3cccnc3)SC2)cc1 | 6.0% | nt |

(cont.)
| compound | GlmU inhibition | RmlCD inh 1536 |
| --- | --- | --- |
| CCCC(=O)Nc1ccc(C(=O)n2nnc3ccccc32)cc1 | 0.0% | nt |
| O=C(N/N=C/c1ccccc1[N+](=O)[O-])c1cnccn1 | 2.9% | -7 |
| Cc1cccc(Nc2nc(N)c([N+](=O)[O-])c(N3CC(C)CC(C)C3)n2)c1 (stereo unspecified) | -0.1% | 6 |
| Cc1cc(C)n2nc(SCCC(=O)NCc3ccccc3)nc2n1 | 3.7% | -12 |
| CCc1nnc(NC(=O)CSc2nnc(COc3ccccc3C)o2)s1 | -2.0% | 23 |
| COc1ccc(CN(C)CC(=O)Nc2sc3c(c2C#N)CCC3)c(OC)c1 | -0.9% | -8 |
| CCOc1ccc(S(=O)(=O)N2CCC(C(N)=O)CC2)c2ccccc12 | 0.6% | -2 |
| c1ccc2c(-c3nnc(SCc4cn5ccccc5n4)o3)c[nH]c2c1 | -1.9% | nt |
| Cc1cc(C)n2nc(C(=O)NC(c3ccccc3)c3ccccc3)nc2n1 | 4.6% | nt |
| C/C(CC(=O)Nc1cc(C)ccn1)=N\NC(=O)C(=O)NC(C)C | 3.7% | 13 |
| O=C(Nc1cccc2cccnc12)c1ccc2c(c1)OCCO2 | -1.4% | -7 |
| CS(=O)(=O)Nc1cccc(C2=NN(S(=O)(=O)c3ccc(F)cc3)C(c3cccs3)C2)c1 (stereo unspecified) | 7.6% | 10 |
| FC(F)(F)c1cc(Cl)c2nnc(-c3cccnc3)n2c1 | -1.1% | -14 |
| COc1ccccc1N1CCN(C(=O)Nc2cccc(Cl)c2)CC1 | 0.9% | 13 |
| O=C(NNC(=S)NC1CC2C=CC1C2)c1cccnc1 (stereo unspecified) | 2.9% | -9 |
| N#CC1=C(N)Oc2cc(O)c(C=Nc3ccccc3)cc2C1c1ccccc1 (stereo unspecified) | 1.5% | -9 |
| CCCCNC(=O)c1onc(CSc2ccccc2CC)c1C(=O)O | 4.0% | nt |
| Cc1nn(C(C)c2nc(-c3ccccc3)no2)c(C)c1[N+](=O)[O-] (stereo unspecified) | -4.5% | 2 |
| CCN(CC)c1ccc(NC(=O)CCCOc2cccc(C)c2)cc1 | 2.4% | -9 |
| O=C(NCc1ccccc1)C(=O)NCC1OCCN1S(=O)(=O)c1cccs1 (stereo unspecified) | -1.2% | nt |
| c1ccc(-c2nnc(N3CCN(c4ccccn4)CC3)c3ccccc23)cc1 | -4.2% | nt |
| CN(C)c1nnnn1-c1ccccc1Oc1ncc(C(F)(F)F)cc1Cl | 1.6% | 13 |
